# RXFP1 agonist = agonists of human relaxin receptor RXFP1. AID 2676. 370,000 tested, 0.3% active. HEK293T-RXFP1 cAMP TR-FRET, 30 min; response scale: percent of porcine relaxin response, buffer zero. Potency, µM (highest dose often 57.5 µM), for the others: at the highest dose activation, most hits filed as activators; note: potency is the fitted concentration of half-maximal effect; % is set by controls: 0 for no effect and ±100 for the full control effect; nearly all actives have a fitted effect of over 60% in size; many of its hits are not listed in these tables
#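 HEK293T cells stably expressing RXFP1 were pretreated with the PDE4 inhibitor Ro 20174, exposed to compounds for 30 min at 37C, lysed, and cAMP was read by TR-FRET. Data normalized to buffer (basal) and 29 nM porcine relaxin (100%).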
# D1 potentiator = potentiators of human D1 dopamine receptor; P21728; HEK293 TREx D1 cells, calcium flux, dopamine EC20 potentiation; potentiation, % at 10 µM; 360,000 tested, 0.036% active; in the data active = potentiation above about 30%; note: 0% is about no effect
# Target sequence (P21728 whole entry, looked up): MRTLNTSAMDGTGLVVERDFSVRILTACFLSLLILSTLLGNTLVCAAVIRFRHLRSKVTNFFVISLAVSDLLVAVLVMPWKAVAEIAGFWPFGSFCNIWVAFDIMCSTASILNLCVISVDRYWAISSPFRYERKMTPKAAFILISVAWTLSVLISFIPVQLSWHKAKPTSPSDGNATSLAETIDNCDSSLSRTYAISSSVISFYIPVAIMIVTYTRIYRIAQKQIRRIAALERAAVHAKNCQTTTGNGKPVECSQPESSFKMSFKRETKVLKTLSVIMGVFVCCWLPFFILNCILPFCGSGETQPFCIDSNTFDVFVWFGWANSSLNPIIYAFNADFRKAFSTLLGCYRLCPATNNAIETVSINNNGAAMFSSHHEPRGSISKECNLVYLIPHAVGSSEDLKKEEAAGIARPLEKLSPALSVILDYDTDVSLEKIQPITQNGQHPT
# Glioma ERSR ind = induces the endoplasmic reticulum stress response in human glioma cells; U87-MG GRP78 promoter luciferase reporter, 16 h; Potency, µM, for inactives: at the top dose activation, usual class: activators; AID 602332; 420,000 tested, 0.02% active; note: potency is the fitted concentration of half-maximal effect; series mostly up to about 76 µM; % of control where 0% means no effect; nearly all actives have a fitted effect of over 35% in size
#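 Stably transfected U87-MG human glioma cells carrying a GRP78-based luminescent sensor were seeded at 1000 cells/well, pin-dosed with compounds and incubated 16 h. Luciferase reagent was then added, and end-point luminescence was read after 10 min at room temperature.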
# Vif-A3G inh = blocks the Vif interaction with human APOBEC3G; Q9HC16; HeLa A3G-eYFP + Vif (tagged APOBEC3G with the HIV-1 protein that degrades it), YFP fluorescence, overnight; Potency, µM (series often up to 46.1 µM), without a hit: at the top dose activity, negative = active, actives largely listed as inhibitors; 410,000 tested, 0.076% active; AID 602310;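 note: potency is the fitted concentration of half-maximal effect; % is set by controls: 0 for no effect and ±100 for the full control effect; nearly all actives have a fitted effect of over 60% in size; hits raise eYFP signal because A3G escapes Vif-driven loss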
# Target sequence (Q9HC16 whole entry, looked up): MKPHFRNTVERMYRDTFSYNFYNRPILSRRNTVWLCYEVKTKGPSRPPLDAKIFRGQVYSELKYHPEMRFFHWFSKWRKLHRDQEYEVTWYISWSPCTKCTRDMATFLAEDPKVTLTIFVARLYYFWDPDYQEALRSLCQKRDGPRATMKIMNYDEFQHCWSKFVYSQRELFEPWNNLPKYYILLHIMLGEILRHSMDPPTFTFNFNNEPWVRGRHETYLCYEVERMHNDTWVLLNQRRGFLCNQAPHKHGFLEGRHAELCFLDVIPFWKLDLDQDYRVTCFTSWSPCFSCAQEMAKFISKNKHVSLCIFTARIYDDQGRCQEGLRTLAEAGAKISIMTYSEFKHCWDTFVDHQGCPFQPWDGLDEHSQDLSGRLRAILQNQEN
#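 Read-out is eYFP fluorescence (Ex 488/Em 500-530) from Vif-expressing HeLa A3G-eYFP cells; more signal means A3G escaped Vif-mediated degradation. Cells plated overnight, compound pinned in, incubated overnight at 37 deg C.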
# D1 agonist = activates the human D1 dopamine receptor. HEK293 T-REx D1 cells, calcium flux, agonist mode. activation, % at 2 µM. 360,000 tested, 1% active; in the data active = activation above about 30%; note: 0% is about no effect
#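 Inducible HEK293 T-REx D1 cells, force-coupled to calcium signalling, were plated at 4000 cells/well with tetracycline and held overnight at 30 C. After no-wash calcium dye loading, compound-evoked calcium rise over 180 s flagged agonists.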
# Vif-A3F inh = Vif-A3F binding inhibition; HeLa A3F-eYFP + Vif (tagged APOBEC3F with the HIV-1 protein that degrades it), YFP fluorescence increase; Potency, µM (doses to about 46.1 µM), without a hit: at the highest dose activity, negative = active; 390,000 tested, 0.2% active; note: potency is the fitted concentration of half-maximal effect; % of control where 0% means no effect; nearly all actives have a fitted effect of over 65% in size
#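 HeLa cells stably expressing Vif plus C-terminally eYFP-tagged A3F were seeded, incubated overnight at 37 deg C, dosed with compound, incubated overnight again at 37 deg C. Yellow fluorescence (Ex 488/Em 500-530) reported blocked Vif-mediated A3F-eYFP degradation.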
# LDHA block = blocks human lactate dehydrogenase A; purified LDHA, NADH/diaphorase-resazurin fluorescence; active compounds read low; activity change, % (values are at about 110 or 230 µM); 480,000 tested, 0.15% active; P00338; in the data active = activity change below about -30%; inconclusive = mostly about -25% to -30%;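 note: plate controls were DMSO wells for no effect and wells without enzyme for full effect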
#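 LDH5 2 nM; NADH 0.06 mM, pyruvate 0.2 mM; 200 mM Tris pH 7.4, EDTA, Tween-20; 5 min RT. Detection: diaphorase 0.133 mg/mL + resazurin 37 µM, fluorescence ex540/em590 at 0 and 20 min; normalized to enzyme-free and DMSO wells.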
# D2 potentiator = positive allosteric modulators of human D2 dopamine receptor | P14416 | 340,000 tested, 0.34% active | potentiation, % at 10 µM | HEK293 T-REx D2, calcium flux, EC20 dopamine potentiation | AID 485347;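 active = potentiation over 3 SD above the plate norm, cut at about 30% in these data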; note: 0% is about no effect
#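 Tetracycline-induced Hek293 Trex D2 cells, force-coupled to calcium, loaded with no-wash calcium dye. Compound added with 180 s kinetic read for agonism, then EC20 dopamine and a further 180 s read for potentiation.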
# D1 antagonist = human D1 dopamine receptor antagonism. HEK293 TREx D1 cells, calcium flux, dopamine EC80; active compounds read low. activity change, negative = inhibition, % at 10 µM. AID 504652. 360,000 tested, 3.2% active. P21728; in the data active = activity change below about -30%; note: % is set by controls: 0 for no effect and ±100 for the full control effect
#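 Using tetracycline-induced force-coupled D1 Hek293 cells and a calcium dye, signals were followed for 180 s after compound, then for 180 s after EC80 dopamine, to detect inhibitors.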
# An asterisk follows results filed as active; ? = inconclusive; nt = no result given. Unless noted, calls come from the whole dose curve; as a rule, active = well fitted curve in the direction sought with a large enough effect; inconclusive = small, poorly fitted or top-dose-only effect, or another doubt; inactive = no such curve, though single readings can be large; an effect the other way counts as inactive or inconclusive. Some of the compounds tested; count on the stated rates, not on these rows.
item | mol | RXFP1 agonist | D1 potentiator | Glioma ERSR ind | Vif-A3G inh | D1 agonist
1 | O=c1[nH]c2ccc(S(=O)(=O)NCc3ccccn3)cc2s1 | -1.4% | -5 | -4% | 1% | 2
2 | Cc1nc2ccccc2n1/N=C/c1ccc([N+](=O)[O-])o1 | nt | nt | -2% | -7% | nt
3 | CCOC(=O)N1CCN(C(=O)CCc2nc3sc4c(c3c(=O)[nH]2)CCCC4)CC1 | 3.5% | -11 | 0% | -2% | 2
4 | Cc1cc(C)c(-c2cc(NC(=O)CSc3n[nH]c(N)n3)n(-c3ccccc3)n2)cc1C | -1.1% | -5 | -7% | -15% | 2
5 | COC(=O)[C@H](CC(C)C)NC(=O)Cn1cnc2c(NCc3ccccc3)ncnc21 | nt | nt | -2% | 0% | nt
6 | COc1ccc(-n2c(SCC(N)=O)nc3nc4c(cc3c2=O)COC(C)(C)C4)cc1 | -1.5% | -8 | 2% | 0% | 6
7 | CCOC(=O)N1CCN(C(=O)c2ccc3c(SCC(=O)O)c4c(nc3c2)CCC4)CC1 | 0.9% | nt | -3% | -1% | 1
8 | CCOc1ncccc1C(=O)OCCN1C(=O)c2ccccc2C1=O | 0.8% | -4 | -3% | -1% | 2
9 | CC1CCCN(C(=S)SCC(=O)O)C1 (centres undefined) | 0.1% | 3 | -5% | -1% | 3
10 | CCCCC(=O)Nc1cc(NC(=O)CC)ccc1Cl | 2.4% | -4 | -3% | -2% | -1
11 | O=C(Nc1ccccc1N1CCOCC1)C1CCN(S(=O)(=O)c2cccc(C(F)(F)F)c2)CC1 | 0.9% | -7 | 0% | -1% | -1
12 | Cc1ccc(N2C(=O)CC(Sc3nc(C)cc(C)n3)C2=O)cc1 (centres undefined) | 13% | -2 | -3% | ? | 3

item | Vif-A3F inh | LDHA block | D2 potentiator | D1 antagonist
1 | 0% | -3 | -27 | -8
2 | -9% | 8 | nt | nt
3 | -16% | -6 | -7 | 2
4 | 2% | 0 | 0 | 5
5 | 6% | -1 | nt | nt
6 | 5% | -1 | 3 | -4
7 | -4% | -3 | -3 | 10
8 | 4% | 2 | -3 | 0
9 | -8% | 4 | -5 | 0
10 | nt | 3 | -1 | -14
11 | -25% | -1 | 2 | 9
12 | -7% | -8 | -3 | -9

# Following part:
item | mol | RXFP1 agonist | D1 potentiator | Glioma ERSR ind | Vif-A3G inh | D1 agonist
13 | CCOC(=O)[C@H](CCc1ccccc1)N[C@@H](C)C(=O)N1C(C(=O)O)C[C@@H]2CCC[C@@H]21 (some centres undefined) | -0.4% | 5 | 7% | 1% | 2
14 | CNc1snc(C)c1C(=O)OC(C)C(=O)c1ccc(F)cc1 (centres undefined) | -0.4% | -3 | -3% | -1% | 5
15 | CS(=O)(=O)N(CC(=O)NC1CCCCCC1)Cc1ccccc1 | 0.4% | -1 | -2% | 1% | 1
16 | CC(C)CCNC(=O)C(c1ccco1)N(C(=O)Cn1nnc2ccccc21)c1ccc2c(c1)OCO2 (centres undefined) | -0.7% | 4 | -2% | -7% | 7
17 | CCOc1ccc(NC(=O)CC2C(=O)N(c3cccc(C)c3)C(=O)N2CCC2=CCCCC2)cc1 (centres undefined) | -0.5% | -2 | 1% | 2% | 3
18 | CCc1cccc(NC(=O)CN2c3ccccc3S(=O)(=O)c3ccccc32)c1 | 0.4% | -4 | -2% | 1% | 4
19 | Cc1ccc(C)c(NC(=O)CSc2nc3c(oc4ccccc43)c(=O)n2-c2ccccc2)c1 | -0.5% | 6 | -1% | -6% | 1
20 | O=C(O)c1ccccc1-c1ccc([N+](=O)[O-])cc1Cl | nt | nt | -2% | -5% | nt
21 | COC(=O)c1ccc(CN=C(NS(=O)(=O)c2ccccc2)c2ccccc2)cc1 | nt | nt | -4% | -5% | nt
22 | Cc1nn(CC(=O)NCCCN2CCN(C)CC2)c(=O)c2cc(-c3ccccc3)nn12 | 2.6% | -7 | 4% | -7% | 3
23 | CCn1c(CNC(=O)c2cccc(C)c2)nnc1SCC(=O)NC1CCCC1 | 2.6% | -3 | -4% | 0% | 2
24 | Cc1cc(C)c(OCC(=O)N(C)CC(=O)Nc2ccc(N3CCOCC3)cc2)c(C)c1 | 3.1% | 6 | -3% | -1% | 2

item | Vif-A3F inh | LDHA block | D2 potentiator | D1 antagonist
13 | -2% | -11 | 1 | 4
14 | -9% | -6 | 11 | -26
15 | -2% | 1 | 2 | 6
16 | -10% | -2 | 19 | 20
17 | 1% | 8 | -19 | -1
18 | -5% | 0 | -5 | -6
19 | 1% | -2 | -4 | -3
20 | -6% | 0 | nt | nt
21 | -18% | -8 | nt | nt
22 | 3% | 0 | 30* | 2
23 | 12% | -10 | -4 | -9
24 | 1% | 5 | -3 | -1

# Given with two lines to a compound: entries from further up
# Each structure is followed by: RXFP1 agonist | D1 potentiator | Glioma ERSR ind | Vif-A3G inh | D1 agonist | Vif-A3F inh | LDHA block | D2 potentiator | D1 antagonist
[18] CCc1cccc(NC(=O)CN2c3ccccc3S(=O)(=O)c3ccccc32)c1
 : 0.4% | -4 | -2% | 1% | 4 | -5% | 0 | -5 | -6
[19] Cc1ccc(C)c(NC(=O)CSc2nc3c(oc4ccccc43)c(=O)n2-c2ccccc2)c1
 : -0.5% | 6 | -1% | -6% | 1 | 1% | -2 | -4 | -3
[20] O=C(O)c1ccccc1-c1ccc([N+](=O)[O-])cc1Cl
 : nt | nt | -2% | -5% | nt | -6% | 0 | nt | nt
[21] COC(=O)c1ccc(CN=C(NS(=O)(=O)c2ccccc2)c2ccccc2)cc1
 : nt | nt | -4% | -5% | nt | -18% | -8 | nt | nt
[22] Cc1nn(CC(=O)NCCCN2CCN(C)CC2)c(=O)c2cc(-c3ccccc3)nn12
 : 2.6% | -7 | 4% | -7% | 3 | 3% | 0 | 30* | 2
[23] CCn1c(CNC(=O)c2cccc(C)c2)nnc1SCC(=O)NC1CCCC1
 : 2.6% | -3 | -4% | 0% | 2 | 12% | -10 | -4 | -9

# (next part)
item | mol | RXFP1 agonist | D1 potentiator | Glioma ERSR ind | Vif-A3G inh | D1 agonist
25 | CCOCCCNC(=O)c1ccc(OC)cc1 | 1.0% | 2 | -3% | 3% | 2
26 | Cc1nc(SCC(=O)NCc2ccccc2)c2oc3ccccc3c2n1 | ? | -2 | -3% | 0% | 0
27 | Cc1ccc(CC(NC(=O)c2ccccc2)C(=O)N2CCCC2C(=O)O)cc1 (centres undefined) | 0.0% | -3 | -4% | 2% | 1
28 | COc1cccc(CCNC(=O)c2cccc(NC(=O)C3=C(C)OCCS3)c2)c1 | -1.0% | -7 | -2% | -2% | 1
29 | O=C(NC1CC(=O)N(c2ccc(Cl)cc2)C1)c1cc2ccccc2o1 (centres undefined) | 19% | 0 | -2% | 3% | -4
30 | C/C(=N/NC(N)=S)c1ccc(Br)s1 | 1.0% | -2 | -4% | 13% | 0
31 | Cc1nc2ccc(NC(=O)c3cc(S(=O)(=O)N(C)c4ccccc4)ccc3Cl)cc2s1 | -1.6% | -8 | 0% | -10% | 23
32 | CCCCN=C1CC(C)(C)CC(=O)/C1=C(/O)CCCN1C(=O)c2ccccc2C1=O | 1.0% | -1 | -5% | -1% | 0
33 | CCOC(=O)c1c(C)[nH]c(C(=O)NCc2ccco2)c1C | 4.4% | -6 | nt | nt | 0
34 | Cc1cccc(N2CCN(C(=O)C3CCN(S(=O)(=O)c4cccc5cccnc45)CC3)CC2C)c1 (centres undefined) | 0.2% | -4 | -3% | 0% | 0
35 | Cc1cc2nc(C)n(CCCNC(=O)Nc3ccc(F)cc3)c2cc1C | 1.6% | -6 | -7% | -6% | 1
36 | CC(Oc1ccc(Br)cc1)C(=O)NC1CCCCCC1 (centres undefined) | 1.5% | 6 | 1% | 0% | 2

item | Vif-A3F inh | LDHA block | D2 potentiator | D1 antagonist
25 | -4% | -3 | -12 | 14
26 | 3% | -18 | 6 | nt
27 | -9% | 2 | -11 | 10
28 | 6% | -6 | 21 | -6
29 | 5% | -3 | -13 | nt
30 | 11µM* | -3 | 1 | -12
31 | 22µM* | -4 | -2 | -28
32 | -8% | -3 | 15 | -26
33 | nt | nt | -1 | -71*
34 | 4% | -8 | -14 | -2
35 | nt | -1 | 3 | 1
36 | -6% | -7 | 1 | -16

# Remaining list, next part:
item | mol | RXFP1 agonist | D1 potentiator | Glioma ERSR ind | Vif-A3G inh | D1 agonist
37 | O=CN1CCN(C(=O)c2cc3cc(Cl)ccc3[nH]2)CC1 | 0.4% | -2 | -4% | 1% | 0
38 | CCOC(=O)C1=C(CN2CCN(C(=O)c3ccco3)CC2)NC(=O)NC1c1ccc(OC(C)C)cc1 (centres undefined) | 0.0% | -1 | -4% | 2% | 2
39 | Cc1ccc(CNC(=O)C2CCCN2S(=O)(=O)c2ccc3c(c2)C(C)(C)C(=O)N3C)cc1 (centres undefined) | 0.5% | 4 | -1% | 4% | 2
40 | Cc1cccc(C(=O)N2CCN(c3ccccn3)CC2)c1 | -1.1% | -4 | -5% | 0% | 0
41 | COc1ccccc1NS(=O)(=O)c1cccc(NS(=O)(=O)c2cc(C(=O)O)ccc2OC)c1 | nt | nt | -5% | 0% | nt

item | Vif-A3F inh | LDHA block | D2 potentiator | D1 antagonist
37 | 3% | -5 | -3 | -28
38 | -2% | 0 | -3 | 14
39 | 4% | -4 | -2 | -10
40 | -1% | 0 | nt | -3
41 | 3% | -2 | nt | nt

# Screens (PubChem)
